# Growth percent in the NCI-60 one-dose screen (48 h, 10 µM unless noted): 100 = growth as untreated, 0 = no growth, -100 = all killed.
# NCI/ADR-RES: NCI/ADR-RES ovarian cells; actives 4.4% (n = 81,000)
# HCT-116: HCT-116 colon cancer. actives 7.3% (n = 82,000). AID 1794798
# NCI-H522: NCI-H522 lung cancer; actives 8% (n = 78,000); AID 1794739
# NCI-H23: NCI-H23 lung cancer. actives 4% (n = 80,000). AID 1794731
# NCI-H460: NCI-H460 lung cancer; actives 6.8% (n = 82,000); AID 1794736
# NCI-H226: NCI-H226 lung cancer; actives 3.5% (n = 79,000); AID 1794732
# NCI-H322M: NCI-H322M lung cancer; AID 1794733; actives 2.7% (n = 80,000)
# HCT-15: HCT-15 colon cancer; actives 5.2% (n = 82,000); AID 1794746
# COLO 205: COLO 205 colon cancer | actives 7.3% (n = 79,000)
# Starred values were filed as active, the others as inactive; · = not tested or not shown; & = joins results of further samples; ! = not confirmed by another sample. The calls were made as follows: active = growth percent below 10; inactive = the rest. The list is partial; rates above refer to the full screens.
1: CN(C)CCCN1C[C@@H]2[C@H](C1)[C@@H]1C=C[C@H]2C1
2: NNC(=O)c1cccnc1
3: CCCCn1cc(C(=O)/C(C#N)=C/c2cc3ccccc3nc2Cl)c2ccccc21
4: COc1cc(/C=C\c2cc(OC)c(OC)c(OC)c2)cc(N/C=C\C(=O)c2ccc(OC(F)(F)F)cc2)c1OC
5: O=C(O)CC1OCC=C2CN3CCC45c6ccccc6NC4C1C2CC35 (configuration not stated)
6: COc1cc(C2c3ccc4ccccc4c3Oc3nc(N)c(C#N)c(N)c32)cc(OC)c1OC (configuration not stated)
7: C#CC1(O)CCCCC1
8: COc1ccc(O)c(CNC(=O)CN2CCCC2=O)c1
assay / entry	1	2	3	4	5	6	7	8
NCI/ADR-RES	101	100&105	94	5.9*	110	96	113	98
HCT-116	100	99&100	29	8.1*	103	71	96	99
NCI-H522	94	87&78	82	-55*	96	89	80	101
NCI-H23	100	99&98	94	26	97	106	105	103
NCI-H460	108	110&100	100	4.9*	109	99	107	98
NCI-H226	112	91&96	86	54	93	104	99	99
NCI-H322M	107	109&104	96	42	82	98	117	96
HCT-15	101	99&111	92	9.4*	104	80	108	103
COLO 205	97	109&102	101	3.1*	131	107	92	100

9: S=C1Nc2ccccc2Sc2ccccc21
10: O=C(O)C1CC12c1ccccc1-c1ccccc12 (configuration not stated)
11: C1CCC(NC2CCCC2)CC1
12: C[CH2][Sn]([CH2]C)([CH2]C)[NH]S(=O)(=O)c1ccc(C)cc1
13: CCC(=O)c1ccc(C)cc1
14: NC(=O)Nc1ncn[nH]1
15: Nc1ncn[nH]1
16: CC(O)CCO (configuration not stated)
assay / entry	9	10	11	12	13	14	15	16
NCI/ADR-RES	94	107	111	104	101	110	113&110	107
HCT-116	80	99	105	106	101	105	89&99	109
NCI-H522	75	89	·	110	103	87	96&89	96
NCI-H23	96	106	101	96	96	100	110&99	101
NCI-H460	103	106	103	107	104	112	105&110	108
NCI-H226	96	97	105	116	89	96	98&109	100
NCI-H322M	91	101	96	111	103	95	100&94	111
HCT-15	102	96	91	96	104	107	100&98	97
COLO 205	110	108	110	128	95	111	110&114	118

17: Clc1ccc(COC(Cn2ccnc2)c2ccc(Cl)cc2Cl)cc1 (configuration not stated)
18: O=C(NCCNC(=O)c1ccc([As](O)O)cc1)c1ccc([As](O)O)cc1
19: O=c1[nH]cnc2nc(-c3ccc(N(CCCl)CCCl)cc3)[nH]c12
20: CCC1(O)CC(OC2CC(N(C)C)C(OC3CC4OC5CC(=O)C(C)OC5OC4C(C)O3)C(C)O2)c2c(cc3c(c2O)C(=O)c2c(O)ccc(O)c2C3=O)C1C(=O)OC (configuration not stated)
21: CN(C)C1OCC(C)(C)CO1
22: O=C(Nc1ccccc1)N1CC1
23: N#Cc1c(N)nc2c(c1N)C(c1ccccc1)NC(=S)N2 (configuration not stated)
24: O=c1c2ccccc2c2c3n1CCCNC3CCC2 (configuration not stated)
assay / entry	17	18	19	20	21	22	23	24
NCI/ADR-RES	23	101	63	-20*	111	103	93	102
HCT-116	34	101	52	-2.9*	102	103	103	107
NCI-H522	36	103	·	-75*	108	96	89	100
NCI-H23	54	93	82	-53*	101	106	93	106
NCI-H460	33	100	31	-26*	102	105	112	105
NCI-H226	70	109	74	-8.6*	104	97	104	100
NCI-H322M	85	102	100	-32*	·	112	111	101
HCT-15	53	107	28	-46*	102	105	112	108
COLO 205	69	100	51	-52*	101	123	110	113

25: O=C(CN1CCCCC1)c1ccccc1
26: CC(C)c1ccc(OC(=O)N(C)C)cc1
27: S=P(NCCNP(=S)(N1CC1)N1CC1)(N1CC1)N1CC1
28: O=[N+]([O-])c1ccc(O)c([N+](=O)[O-])c1
29: c1ccc2c(c1)-c1ccccc1C1NC21 (configuration not stated)
30: Cc1ccc(CC(N)c2ccccc2)cc1 (configuration not stated)
31: COCP(=O)(OC)OC
32: C[C@H]1[C@H](OC(=O)CCC(=O)N(CCCc2cn(-c3ccc(C#N)cc3)nn2)CCNc2ccnc3cc(Cl)ccc23)O[C@@H]2OC3(C)CC[C@H]4[C@H](C)CC[C@@H]1[C@@]24OO3
assay / entry	25	26	27	28	29	30	31	32
NCI/ADR-RES	108	110	80&89	102&100	97	86	105	28
HCT-116	101	102	94&81	104&95	106	86	106	22
NCI-H522	102	123	99&104	81&88	78	86	·	7.9*
NCI-H23	101	121	82&77	107&94	100	92	108	47
NCI-H460	·	101	26&27	104&98	98	108	104	58
NCI-H226	99	94	86&100	97&91	84	99	101	60
NCI-H322M	107	118	95&99	113&114	91	92	107	83
HCT-15	103	108	92&90	102&98	94	101	106	12
COLO 205	118	103	106&110	116&98	96	120	123	15

# Quoted from the listing:
# For NCI-H460, entry 26 has 101
# For NCI-H322M, entry 28 has 113&114

# Next part.
33: Brc1ccc2[nH]cc(/C=N/N3CCCCCC3)c2c1
34: CC(C)[C@@H](C)/C=C/[C@@H](C)[C@H]1CC[C@@H]2[C@]1(C)CC[C@H]1[C@@]23OO[C@@]2(C[C@@H](O)CC[C@]12C)[C@H]1O[C@H]13
35: Cc1cc(Br)c([N+](=O)[O-])cc1[N+](=O)[O-]
36: NCc1cccnc1
37: COc1ccc([As]=[As]c2ccc(OC)c(NCS(=O)(=O)O)c2)cc1NCS(=O)(=O)O (configuration not stated)
38: CC(=O)N(c1ccccc1)c1nc(-c2ccccc2)c[se]1
39: N#C[Se]CCN1C(=O)c2ccccc2C1=O
40: CC(=O)[C@H]1CC[C@H]2[C@@H]3C[C@H](O)[C@@H]4C[C@H](O)CC[C@]4(C)[C@H]3CC[C@]12C
assay / entry	33	34	35	36	37	38	39	40
NCI/ADR-RES	94&100	102	94	110&110	74	96	10.0*	104
HCT-116	80&88	86	21	103&113	-60*	84	9.3*	108
NCI-H522	79	96	-28*	97&108	-33*	63	20	106
NCI-H23	87&86	99	99	102	23	88	39	106
NCI-H460	103&107	102	97	120&119	88	105	16	113
NCI-H226	93&96	103	96	113&106	62	86	36	·
NCI-H322M	111&103	92	132	101&114	96	79	24	·
HCT-15	80&92	97	76	96&105	-72*	94	53	114
COLO 205	100&116	108	73	107&113	2.8*	106	62	124

# Carrying on:
# Second line of a record – NCI/ADR-RES	HCT-116	NCI-H522	NCI-H23	NCI-H460	NCI-H226	NCI-H322M	HCT-15	COLO 205
41. CC(C)NC(C)Cc1ccccc1 (configuration not stated)
  99	112	93	105	112	105	98	101	114
42. CCOC(=O)/C(C#N)=C/c1ccc(N(CCCl)CCCl)cc1
  95	97	·	95	41	72	110	91	112
43. CS(=O)CCCCN=C=S (configuration not stated)
  103	76	100	105	80	118	63	91	113
44. O=C1C=Cc2ccc3c4c(ccc1c24)C=CC3=O
  105	111	108	96	109	107	113	100	130
45. CCC(=O)c1ccc(OC)c(OC)c1
  103	95	93	98	108	90	91	104	110
46. COC(=O)[C@@H](Cc1ccc(O)cc1)NC(=O)C(=O)c1cn(Cc2cn(Cc3ccccc3)nn2)c2ccccc12
  100	96	96	91	116	93	91	100	113
47. CC(C)[C@]12O[C@H]1[C@@H]1O[C@]13[C@]1(O[C@H]1C[C@H]1c4c(C(=O)c5ccccc5)oc(OC(=O)c5ccccc5)c4CC[C@@]13C)[C@@H]2O
  8.8*	5.1*	-40*	-15*	9.1*	-13*	9.5*	5.3*	-57*
48. N#Cc1c(N)nc2c(c1N)C(c1ccc(Br)cc1)c1ccc3ccccc3c1O2 (configuration not stated)
  101	103	94	98	108	·	110	108	106
49. N=C(N)N
  106&100	106&105	85&109	107	106&116	102&91	99&129	101&95	117&111
50. COc1cc2nc(Sc3nnc(N)s3)n(-c3ccc(Cl)cc3)c(=O)c2cc1OC
  97	101	98	98	102	93	92	97	102

# Single records (already shown). Values in the order: NCI/ADR-RES, HCT-116, NCI-H522, NCI-H23, NCI-H460, NCI-H226, NCI-H322M, HCT-15, COLO 205
# `COC(=O)[C@@H](Cc1ccc(O)cc1)NC(=O)C(=O)c1cn(Cc2cn(Cc3ccccc3)nn2)c2ccccc12` in the list: 100, 96, 96, 91, 116, 93, 91, 100, 113
# `COc1cc2nc(Sc3nnc(N)s3)n(-c3ccc(Cl)cc3)c(=O)c2cc1OC` in the list: 97, 101, 98, 98, 102, 93, 92, 97, 102

# New compounds follow:
# Second line of a record – NCI/ADR-RES	HCT-116	NCI-H522	NCI-H23	NCI-H460	NCI-H226	NCI-H322M	HCT-15	COLO 205
51. c1ccc(CCN2CCCCC2)nc1
  109	100	101	103	114	101	106	74	106
52. C/C=C/CC(C)C(O)[C@H](NC(=O)[C@@H]1CCCN1C(=O)C(C)(C)NC(=O)CCCCCCCCC)C(=O)NC(C)(C)C(=O)N[C@@H](CCC(N)=O)C(=O)N[C@H](CCC(N)=O)C(=O)NC(C)(C)C(=O)NC(C)(C)C(=O)N[C@@H](CCC(N)=O)C(=O)N[C@H](CC(C)C)C(=O)N[C@H](CO)CC(C)C (some centres not stated)
  4.2*!	6.1*!	-63*	-16*!	-70*!	-36*!	-7.7*!	4.4*	-41*
53. O=C(CF)N(O)c1ccc(/C=C/c2ccccc2)cc1
  44	11	61	61	13	-23*	71	67	69
54. O=C(NCc1ccc([N+](=O)[O-])cc1)Nc1cccc(S(=O)(=O)F)c1
  103	105	·	102	101	91	91	103	108
55. CCOP(=O)(CC(F)(F)C(F)(F)F)OCC
  14	-71*	-77*	50	92	-23*	100	-33*	-68*
56. CSc1nc(N)c(N=Nc2ccc([As](=O)(O)O)cc2)c(=O)[nH]1
  108	111	76	106	105	100	99	103	145
57. ClCCN(CCCl)c1nc(Cl)c(C2CC(c3ccc(Br)cc3)=NN2c2cc(Cl)cc(Cl)c2)s1 (configuration not stated)
  107	100	89	104	105	103	93	108	97
58. O=C(Nc1ccc(C(=O)O)cc1)Oc1ccc(N(CCCl)CCCl)cc1
  79	75	67	76	13	81	96	81	71
59. NC(=O)Oc1cc(OC(N)=O)cc(N(CCCl)CCCl)c1
  55	62	18	50	24	79	111	69	87
60. Cc1ccc2c(c1)Oc1ccccc1N=C2
  ·	109	100	94	105	96	102	99	116

# The final 6 compounds of the part before come first, to join the parts.
# Second line of a record – NCI/ADR-RES	HCT-116	NCI-H522	NCI-H23	NCI-H460	NCI-H226	NCI-H322M	HCT-15	COLO 205
55. CCOP(=O)(CC(F)(F)C(F)(F)F)OCC
  14	-71*	-77*	50	92	-23*	100	-33*	-68*
56. CSc1nc(N)c(N=Nc2ccc([As](=O)(O)O)cc2)c(=O)[nH]1
  108	111	76	106	105	100	99	103	145
57. ClCCN(CCCl)c1nc(Cl)c(C2CC(c3ccc(Br)cc3)=NN2c2cc(Cl)cc(Cl)c2)s1 (configuration not stated)
  107	100	89	104	105	103	93	108	97
58. O=C(Nc1ccc(C(=O)O)cc1)Oc1ccc(N(CCCl)CCCl)cc1
  79	75	67	76	13	81	96	81	71
59. NC(=O)Oc1cc(OC(N)=O)cc(N(CCCl)CCCl)c1
  55	62	18	50	24	79	111	69	87
60. Cc1ccc2c(c1)Oc1ccccc1N=C2
  ·	109	100	94	105	96	102	99	116
61. CN(C)CC(C(=O)Cc1ccccc1)c1ccccc1 (configuration not stated)
  77	2.5*	-81*	84	102	125	102	37	5.7*
62. Cn1ncc(C(=O)O)c1NN=O
  105	100	94	104	111	97	85	98	108
63. C=CCn1cc(C=C2C(=O)N(C)C(=O)N(C)C2=O)c2ccccc21
  101	100	105	84	56	-48*	88	106	116
64. C[C@@H]1C/C=C\C(=O)O[C@H](/C=C/C#C/C=C/C(C)(C)[C@@H](O)c2cccc(O)c2Br)[C@@H](C)/C=C/[C@H](C)C[C@H](OC(N)=O)C1
  34	14	17	41	17	20	54	2.5*	-26*
65. COc1ccc(C(c2ccc(OC)cc2)C(Cl)(Cl)Cl)cc1
  90	62	60	82	92	97	106	92	·
66. Fc1ccc(C2=CCNCC2)cc1
  79	109	63	50	99	87	111	109	103
67. CC(C#N)N1CCN(c2ccccc2Cl)CC1 (configuration not stated)
  101	92	72	94	107	94	199	101	106
68. CCOc1c(Cl)cc(CNC(C)C(O)c2ccccc2)cc1OC (configuration not stated)
  51	59	69	80	75	·	92	47	95
69. Nc1nc(N)n2c(N)nnc2n1
  98	97	82	92	112	98	123	105	·
70. Nc1ccc(-c2nc3cc(F)ccc3[se]2)cc1F
  92	59	64	34	12	-13*	73	53	56
71. O=[As]c1ccc(C(=O)c2ccc(Oc3ccccc3)cc2)cc1 (configuration not stated)
  -52*	-99*	-95*	-77*	-32*	-85*	-79*	-78*	-89*
72. CN1C(=O)C(=Cc2cn(CCCCCCn3c4ccccc4c(=O)c4ccccc43)c3ccccc23)C(=O)N(C)C1=O
  91	86	95	80	85	-21*	99	92	102
73. O=C1NC(=O)C(=Cc2cn(C(=O)c3ccccc3)c3ccccc23)C(=O)N1
  97	102	86	98	98	92	96	101	113
